# NCI-60 one-dose screen, 48 h, at 10 µM unless noted. Numbers give growth in % (100 = growth as untreated, 0 = no growth, -100 = all killed).
# A498: A498 renal cancer cells. 76,000 compounds, 5.4% hits
# 786-0: 786-0 renal cancer cells; 81,000 compounds, 5.1% hits; AID 1794775
# CAKI-1: CAKI-1 renal cancer; AID 1794772; 75,000 compounds, 4.7% hits
# ACHN: ACHN renal cancer; 81,000 compounds, 4.9% hits
# SN12C: SN12C renal cancer cells; 81,000 compounds, 3.8% hits; AID 1794767
# UO-31: UO-31 renal cancer | 81,000 compounds, 5.2% hits
# RXF 393: RXF 393 renal cancer cells; AID 1794773; 77,000 compounds, 6.9% hits
# TK-10: TK-10 renal cancer cells. 81,000 compounds, 3.9% hits. AID 1794769
# Starred values were filed as active, the others as inactive; . = no result given; & = joins results of further samples; [ ] = another dose, or the depositor's remark. The calls were made as follows: active = growth percent below 10; inactive = the rest.
SMILES,A498,786-0,CAKI-1,ACHN,SN12C,UO-31,RXF 393,TK-10
CC#Cc1nc2ccccc2c(=O)[nH]1,-45*,42,54,29,35,23,.,48
CCc1c(CO)c(-c2nc(C(=O)OC)cc3c2[nH]c2ccccc23)nc2cc(N(S(=O)(=O)c3ccc(C)cc3)S(=O)(=O)c3ccc(C)cc3)ccc12,126,101,102,101,97,.,101,145
CC(C)Cn1cnc2c(SCc3ccccc3)nc(N)nc21,99,98,88,96,95,.,106,101
CC(=O)c1ccc(NC(=O)N(CCCl)N=O)cc1,104,106,94,90,96,91,110,119
O=C(CCc1nnc2sc(-c3ccccc3O)nn12)c1nc2ccccc2[nH]1,140,92,85,77,93,51,68,115
COc1ccc(Cc2nn3cc(-c4ccccc4)nc3s2)cc1,99,100,93,95,95,91,90,106
CCOC(=O)c1cn2c3c(cc(C)cc3c1=O)C(=O)/C(=C/c1ccc(F)cc1)C2,92,83,83,104,95,58,88,78
O=C(CCCCC(=O)Sc1ccccc1)Sc1ccccc1,86&96,111&104,93&96,104&109,84&85,58&60,103&125,107&99
CC(C)CCNC(=O)[C@@H](Cc1ccccc1)n1cccc(NC(=O)OCc2ccccc2)c1=O,144,110,71,97,101,77,90,113
Cc1ccc(-n2nnc(C(=O)O)c2C2CCCO2)cc1 (configuration not stated),94,95,96,97,95,92,99,93
Cc1ccc2c(c1)C(N1CCCC1=O)CCN2Cc1cc2ccccc2[nH]c1=O (configuration not stated),77,82,78,84,89,38,94,97
C(=N/OCc1ccccc1)/c1ccncc1,100,94,.,116,98,93,79,117
COc1cc(C2CC(c3ccc(Cl)cc3)=NN2c2ccccc2)cc(OC)c1OC (configuration not stated),82,88,85,93,96,82,.,87
O=CC(=O)c1ccccc1,97,103,97,110,104,82,100,126
CC(=O)N(C)c1ccc(C)cc1,98,98,114,121,102,97,110,96
O=[N+]([O-])c1cnc(Cl)c(Br)c1,89,105,95,109,107,89,93,92
O=[N+]([O-])c1cccc(/C=N/N2CCCCCC2)c1,.,100,.,95,80,46,97,94
COC(=O)/C(CCC=C(C)C)=C1\[C@@H](OC(C)=O)C[C@@]2(C)[C@H]1C[C@@H](O)[C@H]1[C@@]3(C)CC[C@H](NCc4ccccc4)[C@@H](C)[C@@H]3CC[C@@]12C,98,55,72,79,76,48,50,111
CCOC(=O)/C(C#N)=N/Nc1ccc(Cl)cc1,79,88,89,103,99,98,153,112
CCCCCCCCCCCCCCCC[N+](C)(C)CCCNS(=O)(=O)c1ccccc1[N+](=O)[O-],90,103,90,103,103,77,.,120
Cc1nc2sc(C(=O)Nc3cccc(Br)c3)c(N)c2cc1C(=O)c1ccccc1,65,80,85,101,95,95,116,88
CCOC(=O)C1=C(C)NC(=O)NC1c1cnc(C(C)O)s1 (configuration not stated),100,101,97,103,103,88,99,92
Cc1cc(=O)n2c(-c3ccccn3)nc3c4ccccc4ccc3n12,85,88,86,86,99,71,93,94
CC1C(=O)C23CC1CCC2C12COC(O)C1C(C)(C)C(O)CC2OC3=O (configuration not stated),102[100 µM],100[100 µM],92[100 µM],102[100 µM],102[100 µM],92[100 µM],109[100 µM],96[100 µM]
Cc1c(C(=O)O[C@H]2[C@@H]3[C@H](C)CC[C@H]3[C@]3(C)O[C@@]2(C2CCCCC2)C[C@H]3OC(=O)CO)ccc2ccccc12,-77*,9.8*,0.7*,-36*,-1.9*,-12*,-32*,60

# Overlap with the part before: six entries, then new ones.
SMILES,A498,786-0,CAKI-1,ACHN,SN12C,UO-31,RXF 393,TK-10
CCCCCCCCCCCCCCCC[N+](C)(C)CCCNS(=O)(=O)c1ccccc1[N+](=O)[O-],90,103,90,103,103,77,.,120
Cc1nc2sc(C(=O)Nc3cccc(Br)c3)c(N)c2cc1C(=O)c1ccccc1,65,80,85,101,95,95,116,88
CCOC(=O)C1=C(C)NC(=O)NC1c1cnc(C(C)O)s1 (configuration not stated),100,101,97,103,103,88,99,92
Cc1cc(=O)n2c(-c3ccccn3)nc3c4ccccc4ccc3n12,85,88,86,86,99,71,93,94
CC1C(=O)C23CC1CCC2C12COC(O)C1C(C)(C)C(O)CC2OC3=O (configuration not stated),102[100 µM],100[100 µM],92[100 µM],102[100 µM],102[100 µM],92[100 µM],109[100 µM],96[100 µM]
Cc1c(C(=O)O[C@H]2[C@@H]3[C@H](C)CC[C@H]3[C@]3(C)O[C@@]2(C2CCCCC2)C[C@H]3OC(=O)CO)ccc2ccccc12,-77*,9.8*,0.7*,-36*,-1.9*,-12*,-32*,60
Cn1cc(-c2nc(N)nnc2-c2c[nH]c3ccccc23)c2cccnc21,77,74,30,38,63,27,92,63
Cc1nc(-c2ccccc2)cc2c(O)c(C(=O)N/N=C/c3ccc(N(C)C)cc3)[nH]c(=O)c12,94,79,99,67,82,84,.,89
O=C1CCCCC1CCc1ccncc1 (configuration not stated),106,105,85,98,109,88,139,104
CC(C)N1CN2C(=O)N3CN(C(C)C)CN4C(=S)N(C1)C2C34 (configuration not stated),109,99,92,106,102,96,118,95
Cc1ccc(-n2c(CSc3ccc(Cl)cc3)nnc2SCc2nc3ccccc3[nH]2)cc1,57,97,23,84,89,66,84,48
Cc1nccn1C,92,102,93,102,95,93,105,99
O=C(CN1CCN(c2cc3c(cc2F)c(=O)c(C(=O)O)cn3C2CC2)CC1)Nc1nc(-c2ccc(Cl)cc2)cs1,4.4*,29,30,25,16,20,23,27
COc1ccc(C(=O)CN(C=C(C#N)C#N)c2cccnc2)cc1,101,104,89,100,93,92,103,99
O=C1c2ccccc2-c2c1c1ncccc1c(=O)n2CCCn1ccnc1,81,88,92,75,78,57,85,108
CCCCCCCCCCCCCCCCNC(=O)Nc1ccc(Br)cc1,101,98,92,115,110,99,116,99
CCCc1c(CC)cc(CC)c[n+]1-c1ccccc1,96,103,.,113,100,93,.,94
Cn1ccc(=S)c2ccccc21,.,87,97,124,103,98,107,101
CN(CCCCN(C)S(=O)(=O)c1ccccc1)S(=O)(=O)c1ccccc1,102,94,90,99,93,72,110,102
O=[N+]([O-])c1ccc2[nH]ccc2c1,82,106,95,87,80,81,115,85
Clc1cc2c(nn1)Nc1ccccc1S2,89,99,.,99,97,106,.,129
COc1ccccc1NC(=O)COc1ccc(/C=C2/Oc3cc4occc4c(OC)c3C2=O)cc1OC,99,96,.,.,104,100,103,119
O=C1c2cccnc2C(=O)c2c1c(C(=O)N1CCOCC1)c1ccccn21,80,101,85,95,89,69,89,98
COc1ccc(C/C(C)=C(\c2ccc(OCCCN(C)C)cc2)c2ccc(OC(=O)c3ccccc3)cc2)cc1,90,87,84,96,81,64,80,84
O=C(Nc1c(Br)cc2c(c1Br)Cc1cc([N+](=O)[O-])ccc1-2)C(Cl)Cl,96,.,89,90,102,69,99,73
Cc1cc(C=O)c2c3c(oc2c1)C(=O)c1c(OC2CC(O)[C@@H](O)[C@H](C)O2)cccc1C3=O (some centres not stated),113,105,86,87,89,54,104,112
COc1ccc(N=Nc2c(N)nn3c(-c4ccc5c(c4)C=S=C5)ccnc23)cc1,144,56,34,32,39,16,12,82
O=C1Nc2nc3ccccn3c2C(=O)[C@H](Cc2ccccc2)N1,94,99,96,97,105,90,105,100
Nc1c(Cl)[nH]cnc1=S,.,102,85,100,97,85,106,137
O=C(CSc1nnc(-c2ccncc2)n1-c1ccccc1)c1ccccc1,96,100,100,102,93,82,89,112
C=C(c1ccc(OC)c(/C=C/C(=O)c2ccc3c(c2)OCO3)c1)c1cc(OC)c(OC)c(OC)c1,18,13,12,-26*,8.5*,23,3.5*,23
# More records
SMILES,A498,786-0,CAKI-1,ACHN,SN12C,UO-31,RXF 393,TK-10
CSc1nc(Nc2cccc(NC(=O)/C(C#N)=C/c3c(Cl)cccc3Cl)c2)c(C#N)c(-c2cccc([N+](=O)[O-])c2)n1,74,54,24,58,45,34,68,100
O=C1C2=C(C(=O)c3c(O)cccc31)C(c1ccco1)c1sc(=O)[nH]c1S2 (configuration not stated),17,62,70,40,-74*,25,32,146
O=C(Nc1ccc(F)cc1F)c1cc(Br)ccc1O,-49*,3.2*,-26*,1.4*,-7.9*,1.1*,-5.3*,2.5*
COc1ccc(-c2nc(-c3cn(C)c4ccccc34)cs2)cc1,101,96,114,90,100,94,108,103
Cn1c(=O)c2c(nc(Br)n2C)n(C)c1=O,105,.,93,107,98,89,97,94
Cc1ccc(C2OCC3(C)C(CCC4(C)C5CC(C6=CCOC6=O)OC5(C)CCC34)O2)cc1 (configuration not stated),82,91,77,84,87,60,106,88
Cc1ccc(C(=O)c2ccc3nc(-c4ccc(Cl)cc4)n(C)c3c2)cc1,91,99,68,90,97,51,103,129
N#CSCC1CC(O)(c2ccccc2)C(c2ccccc2)C(c2ccc(Cl)cc2)O1 (configuration not stated),6.8*,-74*,-67*,-72*,-92*,-93*,-92*,.
CN1CCC2(CC1)Oc1ccc(Cl)cc1C1CC(c3ccc(F)cc3)=NN12 (configuration not stated),115,99,62,81,82,47,79,114
Nc1nc(NC2CC2)c2ncn(C3C=CC(CO)C3)c2n1 (configuration not stated),104,107,90,103,98,.,-4.7*,96
O=c1[nH]c2ccc(Br)cc2c(=O)o1,95,103,95,104,108,84,104,117
COC(=O)C(Cc1ccccc1)NC(=O)CCCNC(=O)OCc1ccccc1 (configuration not stated),108,98,91,102,101,80,116,11
CCOC(=O)/C(=C\c1cccc(Cl)c1)C(C)=O,108,97,99,109,103,88,.,.
COc1ccc(CCNC(=O)C(=O)C(Cc2ccccc2)NC(=O)/C=C/c2ccc(O)c(O)c2)cc1 (configuration not stated),98,109,101,104,100,86,97,100
COc1cc(NC(c2ccc(CN3CCNCC3)cc2)c2cccc(Cl)c2)n2nc(C)nc2n1 (configuration not stated),74,70,72,104,92,65,84,87
O=C1/C(=C/c2cc(Cl)cc(I)c2O)Cc2cc3c(cc21)OCO3,118,104,82,93,99,83,108,141
CN1CCN(CCCCCC(=O)Nc2nc(-c3cccc(NS(=O)(=O)c4cccc5c(N(C)C)cccc45)c3)cs2)CC1,89,79,74,88,71,75,51,119
O=C(CN1CCN(Cc2c[nH]c3ccccc23)C(=O)c2ccccc2C1=O)NC12CC3CC(CC(C3)C1)C2,91,87,83,88,93,64,92,91
O=C1C=C(OCC=C(C(F)(F)F)C(F)(F)F)c2ccccc2C1=O,81,-20*,4.8*,1.4*,-15*,50,-82*,54
COc1cc(-c2ccc(NC(=O)NCN3CCOCC3)c(OC)c2)ccc1NC(=O)NCN1CCOCC1,.,101,105,98,99,92,118,113
CCCCC(O)CCC (configuration not stated),113,105,84,94,100,82,100,123
O=C(CSc1nc2ccccc2c(=O)n1CCc1ccccc1)Nc1ccccc1,89,110,93,93,92,103,.,110
CCN(N=O)c1ccc(/C=C2/C=Cc3ccccc32)cc1,.,108,93,98,98,82,122,112
COc1ccc(/C=N/N=C(\C)c2nnn(-c3ccc([N+](=O)[O-])cc3)c2C)cc1OC,96,105,93,101,97,85,117,104
CCN1CCN(c2nc(O)c(/C=C3\C=Nc4cc(Cl)ccc43)s2)CC1,101,98,96,100,98,92,103,125

# Single entries from above:
# Under CAKI-1, CCOC(=O)/C(=C\c1cccc(Cl)c1)C(C)=O is listed with 99
# Under UO-31, N#CSCC1CC(O)(c2ccccc2)C(c2ccccc2)C(c2ccc(Cl)cc2)O1 (configuration not stated) is listed with -93*

# (listing goes on)
SMILES,A498,786-0,CAKI-1,ACHN,SN12C,UO-31,RXF 393,TK-10
N#CN1CCC[C@H]1C(=O)N1CCc2c(-c3[nH]nc4ncccc34)cccc21,-37*,9.6*,-33*,6.0*,.,2.2*,-20*,-16*
C#Cc1cccc(NC(=O)Nc2cccc(NC(=O)CCl)c2)c1,76[8.25 µM],-65*[8.25 µM],16[8.25 µM],-73*[8.25 µM],-68*[8.25 µM],-65*[8.25 µM],-49*[8.25 µM],-60*[8.25 µM]
COc1cc2c(c(OC)c1OC)C(=O)CC(c1cccc(NC(=O)c3cc(NC(=O)[C@@H](N)Cc4ccccc4)ccc3Cl)c1)O2 (some centres not stated),128,95,70,83,86,64,76,109
C/C=C/C(=O)OCCCc1ccccc1,105,103,97,100,91,93,117,108
CCOC(=O)CC(=O)C1CC1,101,104,.,104,101,84,110,95
O=C1CCCCN1CCCCC#Cc1cccc(C#Cc2cnccn2)c1,58,107,93,94,90,78,61,139
O=C1/C(=C\c2cccn2Cc2ccc(Cl)cc2)c2ccccc2N1c1c(Cl)cccc1Cl,98,82,75,66,.,63,78,88
O=C1/C(=C/C=C/c2ccco2)SC(=S)N1Cc1ccco1,93,99,88,100,96,85,105,124
CCC/C=N/Nc1nc(C)cc(=O)[nH]1,104,103,99,106,97,88,122,111
O=C1/C(=C/c2cccc(OCc3ccc(Cl)c(Cl)c3)c2)N=C2OCCCN12,71,88,.,75,81,58,75,77
CCCC(O)CNCc1ccc2ncccc2c1 (configuration not stated),96,101,98,100,95,92,117,102
COc1ccc(-c2cc(-c3cc(OC)ccc3OC)nc3sc(C(=O)c4ccccc4)c(N)c23)cc1,73,94,.,83,93,85,99,.
CCOC(=O)CC(Cc1ccc2c(c1)OCO2)C(=O)OCC (configuration not stated),100,97,84,101,102,101,93,103
COC(=O)c1ccc(NC(=O)c2ccc(-c3cccc([N+](=O)[O-])c3)o2)cc1,105,103,88,95,97,73,93,111
Cc1ccc2ccc(C#N)cc2c1O,107,99,102,104,89,89,99,114
C=CCn1cc(/C=C2\C(=O)N(c3cccc(Cl)c3)N=C2C)c2ccccc21,69,116,73,95,102,75,91,110
CCN(CC)CCC(C)O (configuration not stated),108,96,98,99,98,97,112,113
Cc1cccc(/C=N/Nc2cc(C)c3cccc(C)c3n2)n1,98,107,98,92,95,76,98,111

# As a working copy, part of the list above.
SMILES,A498,786-0,CAKI-1,ACHN,SN12C,UO-31,RXF 393,TK-10
CCN(CC)CCC(C)O (configuration not stated),108,96,98,99,98,97,112,113
Cc1cccc(/C=N/Nc2cc(C)c3cccc(C)c3n2)n1,98,107,98,92,95,76,98,111
